# From PubChem BioAssay
# Lmaj promast: reduces viability of Leishmania major promastigotes | resazurin fluorescence viability | 200,000 tested, 9% active | inhibition, % at 10 µM; in the data active = inhibition above about 50%;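 also: promastigotes grown with compound for 44 hours at 28 °C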
# ROMK primary: modulates human ROMK potassium channel activity; B-score at 10 µM; Tet-inducible ROMK, thallium flux fluorescence; actives lie on both sides; AID 1918; 130,000 tested, 2% active;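 active = signal ratio slope over the read window, or its plate-corrected B-score, at least 3 SD from the plate mean, either direction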;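 also: B-score of the F/F0 ratio slope over 7 to 12 s after thallium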
# bIAP inhibitor: blocks bovine intestinal alkaline phosphatase activity; 190,000 tested, under 10 active; inhibition, % at 20 µM; purified bovine IAP, CDP-star luminescence, 30 min; AID 1019;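 active = over 50% inhibition of intestinal alkaline phosphatase at 20 µM in the single-dose screen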
#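 System: Purified bovine intestinal alkaline phosphatase (IAP) enzyme | Input: IAP diluted 1/65,000,000 in the well | Also added: CDP-star chemiluminescent phosphatase substrate, 30 µM final | Dosing: 20 µM single dose | Times: Enzyme reaction for 30 min at room temperature | Detection: Luminescence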
# bIAP act: intestinal alkaline phosphatase (bovine) activation; activation factor at 20 µM; purified bovine IAP, CDP-star luminescence, 30 min; hits give high values; fold of DMSO-control signal, blank-subtracted; 200,000 tested, 0.17% active; AID 1016;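 active = activation factor of 2 or more at 20 µM, a signal rise over negative controls twice the positive control's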
# PPARg SRC2 recr: promotes SRC-2 coactivator recruitment by human PPARgamma; P37231; PPARgamma LBD-SRC-2 recruitment, biochemical; activation, % at 8 µM; 200,000 tested, 0.34% active; AID 1032; in the data active = activation above about 22%;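 also: 0% = vehicle and 100% = reference agonist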
# DTT redox prof: compounds producing H2O2 with reducing agent – biochemical, NIH compound library profiling, artefact control for MLSCN library redox annotation, primary screen; DTT-dependent redox cycling H2O2, phenol red/HRP absorbance; 100% = 100 µM peroxide control, 0% = buffer; activation, % at 10 µM; 200,000 tested, 0.03% active;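 active = activation of at least 50% relative to the plate's high and low controls in the primary single-dose screen; inactive = activation below 50%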;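 also: compound incubated with DTT at 0.8 mM final as the reducing agent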
# TLR4 MyD88 comp: TLR4-MyD88 interaction inhibition in cells; O00206+Q99836; HeLa CL3-4 TLR4/MyD88 BLA complementation, FRET ratio; inhibition, % at 8.4 µM; 200,000 tested, 0.18% active; in the data active = inhibition above about 25%;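 also: 0% = vehicle and 100% = reference inhibitor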
# PPARg SRC1 recr: PPARgamma-driven SRC-1 recruitment agonism; P37231; 200,000 tested, 0.41% active; activation, % at 8 µM; PPARgamma-SRC-1 coactivator recruitment biochemical assay; in the data active = activation above about 19%;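 also: 0% = DMSO and 100% = reference agonist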
# PPARg SRC-3 ag: PPARgamma-driven SRC-3 recruitment agonism; P37231; biochemical PPARgamma/SRC-3 coactivator recruitment assay; activation, % at 8 µM; 200,000 tested, 0.26% active; AID 731; in the data active = activation above about 23%;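 also: 0% = DMSO and 100% = reference agonist; some compounds past the cut are filed as inactive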
# S1P3 antag: antagonists of human S1P3 receptor; 170,000 tested, 0.27% active; CHO S1P3 NFAT-BLA reporter, FRET fluorescence, antagonist mode; AID 485; Q99500; inhibition, % at 4.98 µM;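 active = inhibition above the plate cutoff, the mean inhibition of test wells on that plate plus 3 SD, cut at about 28% in these data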;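 also: cells challenged with S1P at its EC80 of 0.8 µM; blue over green emission ratio from cleaved BLA substrate after 4 h stimulation; 0% = S1P-stimulated wells and 100% = unstimulated DMSO-only wells; some compounds past the cut are filed as inactive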
# SRC2 TRFRET art: flags TR-FRET format artefacts in PPARgamma SRC-2 recruitment agonist screen. TR-FRET ratio at 8 µM. TR-FRET artefact counter-screen; hits give high values. AID 1049. 200,000 tested, 0.4% active; in the data active = TR-FRET ratio above about 2000; also: inactives centre near 1500; reference of the scale not given here
# Active calls of the source: *; nt = not tested or not shown.
SMILES,Lmaj promast,ROMK primary,bIAP inhibitor,bIAP act,PPARg SRC2 recr,DTT redox prof,TLR4 MyD88 comp,PPARg SRC1 recr,PPARg SRC-3 ag,S1P3 antag,SRC2 TRFRET art
Cc1ccccc1-c1nc(CS(=O)(=O)CC(=O)NCCCN2C(C)CCCC2C)c(C)o1 (stereo not given),1,nt,-15,1.1,0,-0.1,-3,-1,-2,-18,1604
Nc1c(NCCN2CCOCC2)c2ccccc2oc1=O,-15,0.21,10,0.9,2,3.5,-1,8,10,-1,1587
CCCCn1c(Cc2ccccc2)nnc1SCC(=O)N1CCOCC1,-7,nt,3,1,4,0.0,5,-5,12,nt,1537
Cc1ccccc1OCc1nc2ccccc2c(=O)n1NC(=O)c1ccco1,-1,1.8,2,1,2,0.6,-10,3,-7,nt,1455
Cc1ccc(C(=O)CNc2ccc(Cl)cc2)cc1,6,-0.06,12,0.9,3,0.7,7,0,0,1,1497
O=C(/C=C/c1ccc(Cl)cc1)NC1CCS(=O)(=O)C1 (stereo not given),-6,0.99,9,0.9,1,0.7,-13,1,3,-9,1629
CCOC(=O)c1ccc(NC(=S)Nc2cccc(C)n2)cc1,57*,-0.02,10,0.9,-3,0.2,-3,0,-6,1,1618
O=C(Cn1c(C(F)(F)F)nc2ccccc21)OCC(=O)c1c[nH]c2ccccc12,1,nt,4,1,-7,0.2,4,2,5,2,1453
CCNC(=O)N1c2ccc(OC)cc2C(C)=CC1(C)C,23,0.14,3,1,3,-0.1,3,5,7,-14,1374
CSc1ccc(/C=N/NC(=O)CN2CCN(Cc3ccccc3)CC2)cc1,0,nt,-1,1,15,-0.3,-7,11,0,-16,1731
COc1cccc(NC(=S)N(CCCN2CCCC(C)C2)Cc2cccs2)c1 (stereo not given),100*,-1.9,20,0.8,-6,-1.7,19,0,1,-4,1503
O=C(NCc1cccnc1)c1cccc(S(=O)(=O)N2CCCCC2)c1,-2,0.92,13,0.9,-6,0.0,-2,-9,-6,4,1502

# Another view of two compounds above.
# Results follow in this order: Lmaj promast	ROMK primary	bIAP inhibitor	bIAP act	PPARg SRC2 recr	DTT redox prof	TLR4 MyD88 comp	PPARg SRC1 recr	PPARg SRC-3 ag	S1P3 antag	SRC2 TRFRET art
Cc1ccc(C(=O)CNc2ccc(Cl)cc2)cc1
    6	-0.06	12	0.9	3	0.7	7	0	0	1	1497
O=C(/C=C/c1ccc(Cl)cc1)NC1CCS(=O)(=O)C1 (stereo not given)
    -6	0.99	9	0.9	1	0.7	-13	1	3	-9	1629

# Later entries
SMILES,Lmaj promast,ROMK primary,bIAP inhibitor,bIAP act,PPARg SRC2 recr,DTT redox prof,TLR4 MyD88 comp,PPARg SRC1 recr,PPARg SRC-3 ag,S1P3 antag,SRC2 TRFRET art
O=C(CN1CCOCC1)Nc1ncc(Cc2cccc(Cl)c2Cl)s1,2,nt,-20,1.2,2,0.2,-2,-1,-1,10,1626
c1ccc(-c2noc(CCC3CCCC3)n2)cc1,-7,0.2,2,1,-1,-0.1,-1,1,5,-14,1502
COc1ccc(CNC(=O)CN(Cc2ccc(F)cc2)C(=O)c2csnn2)cc1,20,-0.55,-12,1.1,7,-2.2,1,10,2,-19,1639
Cc1ccc(Cn2ncc3c(NCCCN4CCOCC4)ncnc32)cc1,-3,0.01,-5,1,4,0.1,1,-4,4,-4,1452
COc1cccc(C2=NO[C@@H]3C(=O)N(c4ccc5c(c4)OCCO5)C(=O)[C@H]23)c1OC,-4,0.26,-1,1,-6,-0.2,-10,7,8,0,1628
O=C(NN1C(=O)/C(=C\c2cccnc2)SC1=S)C(c1ccccc1)c1ccccc1,-4,nt,0,1,14,0.6,-6,5,4,-8,1415
CCN1C(=O)/C(=C/C=C2/Sc3ccc4ccccc4c3N2CCO)SC1=S,65*,nt,16,0.8,-1,0.7,16,6,0,3,1499
CS(=O)(=O)Nc1cccc(C(=O)CC2(O)C(=O)Nc3ccccc32)c1 (stereo not given),-7,0.66,20,0.8,-1,2.3,-8,-1,-15,0,1610
Cc1ccccc1-n1c(=O)/c(=C\c2ccco2)s/c1=C(/C#N)C(=O)Nc1ccccc1,1,-0.43,20,0.8,9,1.4,-7,4,6,nt,1659
O=S(=O)(/N=C(/Nc1ccccc1)C(F)(F)F)c1ccccc1,3,0.42,3,1,-2,-0.1,-11,2,7,1,1538
Cn1c(=O)oc2cc(S(=O)(=O)NCc3ccco3)ccc21,-10,nt,2,1,-4,-0.5,-11,2,0,-25,1517
O=c1c2cc(Br)ccc2nc(-c2cccc(C(F)(F)F)c2)n1O,8,3.7*,6,0.9,4,-3.1,3,3,7,nt,1476
CCOC(=O)c1c(NC(=O)CSC(=S)N(C)C)sc(C)c1C,2,-0.2,-1,1,-3,0.6,-1,-4,-3,8,1553
CCN1CCCC1CNC(=O)CS(=O)(=O)Cc1nc(-c2ccccc2C)oc1C (stereo not given),4,nt,-23,1.2,9,0.1,-8,5,11,-19,1366
COc1ccccc1NC(=O)COc1ccc(Br)cc1CO,-2,1.7,4,1,1,0.0,5,-1,1,nt,1417
CC(C)N(C(=O)CSc1nc2ccccc2n1Cc1ccccc1)C(C)C,8,-0.5,1,1,16,0.6,7,-1,18,nt,1495
CCOCCCn1c(=O)c(NC(=O)c2ccc(OCC)cc2)c2n(c1=S)CCCCC2,-2,-0.16,2,1,9,0.5,1,6,-9,nt,1711
O=C(c1cc2ccccn2n1)N1CCN(c2ccccn2)CC1,-3,nt,8,0.9,10,-0.1,-14,5,7,-8,1747
O=C(OCc1ccccc1)c1cccc(-c2nnn(Cc3ccccc3)n2)c1,-9,nt,nt,0.4,3,-2.5,7,4,4,nt,1544
Cn1c(SCc2ccc(Br)cc2)nnc1-c1ccncc1,1,nt,10,0.9,0,0.6,-3,5,8,14,1746
Cc1ccc(-c2nc(N)sc2CC(=O)OCC(=O)NCCC(C)C)cc1,60*,nt,18,0.8,-2,-0.4,7,-1,8,-19,1480
COc1ccc(C(=O)NCC(=O)N/N=C/C(C)=C/c2ccco2)cc1OC,-2,1.3,4,1,0,-0.2,-8,8,5,-1,1393
CNC(=O)c1cccn1-c1ccsc1C(=O)OC,-4,nt,9,0.9,6,2.0,-3,5,-1,nt,1674
CC(=O)N(C)N1c2ccccc2CCc2ccccc21,8,-0.64,1,1,-4,-0.6,-11,6,0,-9,1585
COc1ccc(-c2cnnc(N/N=C/c3ccc(O)c(O)c3)n2)cc1,17,nt,10,0.9,11,0.7,-3,9,7,12,1598
O=C(COC(=O)c1ccccc1NC(=O)c1ccccc1)c1ccc([N+](=O)[O-])cc1,-9,nt,29,0.7,3,0.7,10,-3,8,nt,1478
COc1ccc2c(c1)C(c1ccc([N+](=O)[O-])cc1)=NNC(c1ccco1)=N2,10,nt,8,0.9,-13,-4.2,1,-6,-2,nt,1484
CC(=O)Nc1ccc(S(=O)(=O)N(Cc2ccccc2)c2ccccc2F)cc1,9,-0.21,-5,1,0,-0.4,10,1,4,-3,1664
c1ccc2cc(CN3CCOCC3)ccc2c1,54*,0.32,6,0.9,14,-0.3,0,0,-6,nt,1612
CCOc1cc(C(=O)N2CCOCC2)ccc1OCc1ccccc1,4,nt,-8,1.1,0,2.6,13,-2,-3,9,1485
COc1ccc2c(c1)Cc1sc(NC(=O)c3ccco3)nc1-2,53*,nt,7,0.9,3,-2.0,-3,4,1,nt,1624
Cc1ccc(C(C)C)c(OCC(=O)Nc2ccc(Cl)cn2)c1,6,nt,14,0.9,-2,2.7,4,6,-7,22,1380
COc1ccccc1OCCNc1cc(N2CCCCC2)ccc1[N+](=O)[O-],7,0.036,28,0.7,-1,0.1,-3,5,5,0,1646
c1coc(CN=C2NC(=NCc3ccco3)c3ccccc32)c1,32,nt,15,0.8,-4,2.0,-8,0,-9,-25,1383
Nc1nnc(COc2ccccc2)s1,-5,nt,-18,1.2,2,1.2,-16,3,1,nt,1481
CC(=O)c1ccc(NS(=O)(=O)Cc2ccccc2)cc1,-7,-0.59,0,1,5,2.0,-2,11,5,0,1593
CSc1ccc(C2C3(C#N)C(N)=NC4(OCCO4)C23C#N)cc1 (stereo not given),3,0.99,2,1,6,-0.8,0,0,-6,12,1542
Cc1nc(CN(C)C(=O)c2ccccc2OC2CCN(S(C)(=O)=O)CC2)cs1,0,1.1,-5,1.1,-1,-0.3,12,-2,2,-12,1508
O=C1NCCc2c1[nH]c1ccccc21,-2,nt,8,0.9,9,2.1,-9,2,1,5,1660
CC1CCN(CCOCCOc2ccc(Br)cc2Cl)CC1,99*,-2.1,0,1,-4,-0.3,1,-1,0,-2,1491
CCOC(=O)N1CCC2(CC1)C(C#N)=C(N)Oc1n[nH]c(C)c12,1,0.99,0,1,-3,0.2,9,-3,2,nt,1401
CN1CCN(C(=S)Nc2cc(S(=O)(=O)N3CCOCC3)ccc2Cl)CC1,-4,0.63,0,1,9,-4.0,-2,6,4,-5,1495
CCCCOc1ccccc1-c1cc(C(=O)O)[nH]n1,-8,-0.36,10,0.9,2,1.3,-8,3,12,2,1394
CC(C)N(Cc1cc2ccccc2[nH]c1=O)C(=O)c1ccco1,-4,nt,-10,1.1,-5,0.9,11,-6,-1,-14,1549
COc1ccc(OC)c(S(=O)(=O)Nc2cc(C(=O)O)ccc2N2CC3CC(C2)c2cccc(=O)n2C3)c1 (stereo not given),3,-0.4,-6,1.1,6,-1.1,-9,14,0,-4,1611
Oc1ccc(-c2cccc(-c3ccc(O)cc3)n2)cc1,-3,-2.1,4,1,10,4.0,15,9,7,2,1619
Cc1ccc(NC(=O)CN(C)C(=O)C2COc3ccccc3O2)cc1 (stereo not given),13,-0.12,4,1,-11,0.0,-9,1,-6,-8,1426
O=C(Nc1ccncc1)Nc1ccncc1,0,0.47,-41,1.4,-1,-1.3,-10,2,-1,-21,1412
CC1CCCC(C)N1C(=O)C1CC(c2ccc(F)cc2)=NO1 (stereo not given),-1,0.48,0,1,6,2.9,4,1,2,-5,1527
Cc1ccc(-n2nnnc2SCC(=O)Nc2ccc3c(c2)OCCO3)cc1C,12,nt,-10,1.1,-2,1.3,-17,9,1,nt,1545
O=C(c1ccco1)N1CCN(C(=O)c2cccs2)CC1,-5,nt,11,0.9,2,-2.8,-7,2,5,nt,1494
Nc1cccc(C(=O)Nc2ccc3nc(-c4cccnc4)[nH]c3c2)c1,-2,2.1,7,0.9,3,0.7,1,11,0,-17,1770
CCCc1nnc(NC(=O)NCCN2C(=O)C3C4C=CC(C4)C3C2=O)s1 (stereo not given),-4,nt,7,0.9,4,0.0,3,7,13,-15,1802
CSCCC(NC(=O)c1cccc(C)c1)C(=O)OCC(=O)NC(=O)c1cccn1C (stereo not given),-1,nt,-23,1.2,0,-0.5,-10,-1,3,-15,1605
Cc1c(C(=O)NCc2ccc3c(c2)OCO3)oc2ccc(Br)cc12,-5,-0.046,48,0.5,1,0.2,12,-6,-8,nt,1371
Cc1nn(C)cc1CN(C)C(=O)c1nn2c(c1Br)NC(c1cccs1)CC2C(F)(F)F (stereo not given),0,-0.78,-14,1.1,-7,-0.2,-1,-5,-4,-1,1609
